Compound activity from PubChem BioAssay.
All columns: NCI-60 one-dose screen, growth in % after 48 h at 10 µM unless noted; 100 = growth as untreated, 0 = no growth, -100 = all killed.
BT-549: BT-549 breast cancer; hit rate 4.4% among 78,000; AID 1794793
SR: SR leukemia cells. hit rate 8.7% among 73,000. AID 1794780
K-562: K-562 leukemia. hit rate 7.4% among 78,000. AID 1794777
MDA-MB-468: MDA-MB-468 breast cancer. hit rate 8.5% among 78,000
MCF7: MCF7 breast cancer; hit rate 6.3% among 82,000
MDA-MB-231: MDA-MB-231 breast cancer; hit rate 5% among 81,000
T-47D: T-47D breast cancer. hit rate 5% among 79,000. AID 1794792
HS 578T: HS 578T breast cancer; hit rate 4.1% among 78,000
An asterisk follows results filed as active; · = not tested or not shown. How the source made its calls: active means growth percent below 10; inactive means the rest.

SMILES | BT-549 | SR | K-562 | MDA-MB-468 | MCF7 | MDA-MB-231 | T-47D | HS 578T
C=CCc1c(N(C)c2ccc(OC)cc2)ncnc1-n1c(C)nc2ccccc21 | 109 | 89 | 85 | 100 | 96 | · | 88 | 100
CC(C)(C)c1ccc(C(=O)Nc2sc3c(c2C(N)=O)CCC(=O)C3)cc1 | -10* | 11 | 4.8* | -55* | 3.0* | -59* | -14* | -12*
O=C(O)c1cccc([N+](=O)[O-])c1-c1c(C(=O)O)cccc1[N+](=O)[O-] | 105 | · | 105 | 99 | 88 | 117 | 112 | 106
C=C1CC[C@@H]2[C@](C)(COC(C)=O)[C@H](OC(C)=O)CC[C@@]2(C)[C@@H]1CC(NCc1cccc(Cl)c1)C1=CCOC1=O (some centres not stated) | 50 | 12 | 18 | 26 | 43 | 65 | 51 | 94
NC(N)=NC(N)=Nc1ccccc1Cl | 108 | 88 | 95 | 134 | · | · | 101 | 99
O=C(c1ccccc1)c1cccc(C(Br)Br)c1 | 99 | 44 | 46 | 92 | 66 | 103 | 88 | 94
Oc1ccc2cn[nH]c2c1 | 82 | · | · | 129 | 102 | 82 | 97 | 111
Nc1nc(N)c2c(C(=O)Nc3ccc(N4CCN(CCO)CC4)cc3)coc2n1 | 100 | 95 | · | 106 | 91 | 106 | 93 | 113
CC1=NN(c2ccc(/C=C/c3ccc(NC(=O)Nc4ccc(/C=C/c5ccc(N6N=C(C)C(N=Nc7ccccc7C(=O)O)C6=O)cc5S(=O)(=O)O)c(S(=O)(=O)O)c4)cc3S(=O)(=O)O)c(S(=O)(=O)O)c2)C(=O)C1N=Nc1ccccc1C(=O)O (configuration not stated) | 109 | 112 | 121 | 97 | 88 | 130 | 100 | 108
Cc1ncc(C)c2c([N+](=O)[O-])cccc12 | 91 | 89 | 101 | 85 | 97 | 111 | 95 | 100
c1cc2c3c(ccc4c3c1CCC4)CCC2 | 113 | 91 | 92 | 97 | 111 | 106 | 96 | ·
O=C(CCCN1CCN(c2ccccc2)CC1)c1ccc(F)cc1 | 120 | 97 | 96 | 92 | 100 | 121 | 94 | 106
Oc1ccccc1-c1nnc(COc2ccc(Cl)cc2Cl)o1 | 63 | 36 | 44 | 59 | 21 | 48 | 43 | 78
Cc1c(C(N)=O)sc2nc(SCC(=O)n3[nH]c(=O)cc3N)n(Cc3ccccc3)c(=O)c12 | 91 | 92 | 100 | 96 | 88 | 110 | 92 | 102
CCOC(=O)[C@@]12CCCC=C1N1c3cc(Cl)ccc3-c3ccnn3[C@@H]1CC2 | 105 | 60 | 82 | 90 | 91 | 76 | 88 | 89
Cc1cc(C)c(C#N)c(OCCCCOc2nc(C)cc(C)c2C#N)n1 | 108 | 89 | 86 | · | 88 | 90 | 93 | 85
c1cn2cc(-c3ccc4c(c3)ncn4C3CCCCC3)nc(-c3ccc4c(c3)ncn4C3CCCCC3)c2n1 | 94 | 83 | 53 | 97 | 76 | 83 | 65 | 81
COc1cccc(NC(=O)c2sc3nc(C)c(C(C)=O)cc3c2N)c1 | 54 | 19 | · | -15* | 30 | 58 | 54 | 43
CCOC(=O)Cc1csc2nc(-c3ccccc3)cn12 | 112 | 101 | 98 | 113 | 99 | 106 | 107 | 104
COC(=O)c1ccc([N+](=O)[O-])cc1 | 107 | 87 | 95 | 101 | 96 | 112 | 100 | 110
C=CCOC(=O)[C@@H]1CCCN1C(=O)CN | 92 | 106 | 105 | 88 | · | 100 | 94 | 100
C[n+]1c(-c2ccccc2)c2cc(N)ccc2c2ccccc21 | 0.6* | 22 | 33 | -15* | 13 | 71 | 12 | 27
Cc1ccccc1OC(=O)c1cccc(Cl)c1 | 107 | 97 | 95 | 107 | 108 | 118 | 142 | ·
C=C1C(=O)O[C@H]2[C@H]1CC/C(CNC(=O)c1c[nH]c3ccc(F)cc13)=C\CC[C@@]1(C)O[C@@H]21 | 13 | -28* | -19* | -56* | -26* | 12 | -40* | 44
O=c1[nH]c(-c2cccnc2)nc2c1sc(=S)n2-c1ccc(F)cc1 | 71 | 106 | 77 | 103 | 96 | 116 | 41 | 107
(more compounds)
SMILES | BT-549 | SR | K-562 | MDA-MB-468 | MCF7 | MDA-MB-231 | T-47D | HS 578T
O=C(Nc1cccc(-c2nc(-c3ccc(NC(=O)c4cccnc4)cc3Cl)no2)c1)Nc1ccc(NC(=O)C2CC2)c(C(F)(F)F)c1 | -40* | -14* | 1.4* | -73* | -67* | -60* | -51* | -31*
CCN(CC)CCCC(C)Nc1c(-c2ccccc2)cnc2cc(Cl)ccc12 (configuration not stated) | 87 | 7.6* | 13 | 44 | 59 | 63 | -45* | 70
CC(C)(C)C1CCC(N)CC1 (configuration not stated) | 114 | 93 | 106 | 98 | 96 | 105 | 95 | 104
CCCC1CC(C(C)=O)C(=O)O1 (configuration not stated) | 99 | 89 | 89 | 89 | 97 | 99 | 92 | 105
OC(c1cccc(C(F)(F)F)c1)c1cnccc1NC1CCCCC1 (configuration not stated) | 94 | 52 | · | 33 | 71 | 66 | 49 | 81
Cc1ccc(NC(=O)Nc2ccc(Nc3ncnc4sc5c(c34)CCN(C(=O)CCl)C5)cc2)cc1Cl | 84 | 73 | 89 | 108 | 80 | 86 | 65 | ·
Cc1cc(C)n(-c2ccc3nnc(-c4ccccc4)n3n2)n1 | · | · | · | 97 | 90 | 117 | 96 | 117
CC(Nc1nc(Cl)nc2ccccc12)c1ccccc1 (configuration not stated) | · | 36 | 29 | 17 | 57 | 59 | 60 | 91
C[C@@H](CO)[C@@H]1CC[C@]2(C(=O)N3CCN(C)CC3)CC[C@]3(C)[C@H](CC[C@@H]4[C@@]5(C)CC[C@H](O)C(C)(C)[C@@H]5CC[C@]43C)[C@@H]12 | 76 | -12* | 4.7* | 61 | 42 | 83 | 77 | 85
CCCCn1cnc2c(=S)nc[nH]c21 | 120 | 112 | 112 | 123 | 98 | 106 | 104 | 137
CCOC(=O)c1c(C)oc2ncnc(Nc3ccc(C(=O)Nc4ccc(OC)cc4)cc3)c12 | 62 | 75 | 107 | 102 | 96 | 91 | 91 | 84
CCOC(=O)C(C#N)C(C)CC (configuration not stated) | 92 | 83 | 103 | 103 | 88 | 118 | 86 | 107
Cc1ccc(C(=O)O)cc1N=C1NC(=O)CS1 | 119 | 109 | 106 | 99 | 92 | 106 | 101 | 109
OC1CCC2CC12 (configuration not stated) | 100 | 85 | 89 | 102 | 103 | 119 | 94 | ·
Cc1ncc2[nH]cnc2n1 | 105 | · | 111 | 102 | 95 | 101 | 107 | 102
N#CC(C#N)=C(NC(=O)c1ccccc1)SCc1ccccc1 | 106 | · | 97 | 106 | 90 | 93 | 93 | 100
N#C/C(=C\c1ccc(-c2ccc(Br)cc2)o1)c1nc(-c2cccs2)cs1 | 97 | 90 | 97 | 6.4* | 29 | 89 | 40 | 108
COc1ccc(Sc2[nH]c(C=O)c3ccccc23)cc1 | -7.5* | · | -0.6* | 9.3* | 58 | 49 | 57 | 54
Cc1cc(C(C#N)c2ccc(Cl)cc2)c(Cl)cc1NC(=O)c1cc(I)cc(I)c1O (configuration not stated) | 37 | 28 | · | 59 | 43 | 47 | 66 | 26
CC(C)C[C@H]1C(=O)O[C@H](C(C)C)C(=O)N(C)[C@@H](C(C)C)C(=O)O[C@H](C(C)C)C(=O)N(C)[C@@H](C(C)C)C(=O)O[C@H](C(C)C)C(=O)N1C | 18 | 14 | 8.2* | -7.1* | 14 | 8.5* | 6.4* | 38
Nc1ncnc2c1ncn2C1OC(CO)C(O)C1F (configuration not stated) | 98 | 109 | 93 | 97 | 54 | 105 | 98 | 95
N#CC1=C(N)Oc2c(ccc3ccccc23)C1c1cc(=O)oc2ccc(Cl)cc12 (configuration not stated) | 49 | 23 | · | 62 | 20 | 50 | 48 | 47
COc1ccc2nc(/C=C3\SC(=S)N(Cc4ccco4)C3=O)ccc2c1 | 91 | · | 85 | 96 | 87 | 96 | 87 | 99
NCCCNc1nc2ccccc2c2c(=O)c3cc(F)cc(Cl)c3sc12 | 104 | -17* | -18* | 73 | 68 | 51 | 88 | 88
NNC(=O)c1nnsc1-c1csnn1 | 103 | 115 | 118 | 115 | 105 | 102 | · | 116

18 compounds already listed, sorted by length of the SMILES, smallest number first.
SMILES | BT-549 | SR | K-562 | MDA-MB-468 | MCF7 | MDA-MB-231 | T-47D | HS 578T
OC1CCC2CC12 (configuration not stated) | 100 | 85 | 89 | 102 | 103 | 119 | 94 | ·
Cc1ncc2[nH]cnc2n1 | 105 | · | 111 | 102 | 95 | 101 | 107 | 102
CC(C)(C)C1CCC(N)CC1 (configuration not stated) | 114 | 93 | 106 | 98 | 96 | 105 | 95 | 104
CCCCn1cnc2c(=S)nc[nH]c21 | 120 | 112 | 112 | 123 | 98 | 106 | 104 | 137
C=CCOC(=O)[C@@H]1CCCN1C(=O)CN | 92 | 106 | 105 | 88 | · | 100 | 94 | 100
Cc1ncc(C)c2c([N+](=O)[O-])cccc12 | 91 | 89 | 101 | 85 | 97 | 111 | 95 | 100
COc1ccc(Sc2[nH]c(C=O)c3ccccc23)cc1 | -7.5* | · | -0.6* | 9.3* | 58 | 49 | 57 | 54
N#CC(C#N)=C(NC(=O)c1ccccc1)SCc1ccccc1 | 106 | · | 97 | 106 | 90 | 93 | 93 | 100
C[n+]1c(-c2ccccc2)c2cc(N)ccc2c2ccccc21 | 0.6* | 22 | 33 | -15* | 13 | 71 | 12 | 27
OC(c1cccc(C(F)(F)F)c1)c1cnccc1NC1CCCCC1 (configuration not stated) | 94 | 52 | · | 33 | 71 | 66 | 49 | 81
CCN(CC)CCCC(C)Nc1c(-c2ccccc2)cnc2cc(Cl)ccc12 (configuration not stated) | 87 | 7.6* | 13 | 44 | 59 | 63 | -45* | 70
C=CCc1c(N(C)c2ccc(OC)cc2)ncnc1-n1c(C)nc2ccccc21 | 109 | 89 | 85 | 100 | 96 | · | 88 | 100
CC(C)(C)c1ccc(C(=O)Nc2sc3c(c2C(N)=O)CCC(=O)C3)cc1 | -10* | 11 | 4.8* | -55* | 3.0* | -59* | -14* | -12*
N#CC1=C(N)Oc2c(ccc3ccccc23)C1c1cc(=O)oc2ccc(Cl)cc12 (configuration not stated) | 49 | 23 | · | 62 | 20 | 50 | 48 | 47
Cc1cc(C(C#N)c2ccc(Cl)cc2)c(Cl)cc1NC(=O)c1cc(I)cc(I)c1O (configuration not stated) | 37 | 28 | · | 59 | 43 | 47 | 66 | 26
O=C(O)c1cccc([N+](=O)[O-])c1-c1c(C(=O)O)cccc1[N+](=O)[O-] | 105 | · | 105 | 99 | 88 | 117 | 112 | 106
C=C1CC[C@@H]2[C@](C)(COC(C)=O)[C@H](OC(C)=O)CC[C@@]2(C)[C@@H]1CC(NCc1cccc(Cl)c1)C1=CCOC1=O (some centres not stated) | 50 | 12 | 18 | 26 | 43 | 65 | 51 | 94
CC1=NN(c2ccc(/C=C/c3ccc(NC(=O)Nc4ccc(/C=C/c5ccc(N6N=C(C)C(N=Nc7ccccc7C(=O)O)C6=O)cc5S(=O)(=O)O)c(S(=O)(=O)O)c4)cc3S(=O)(=O)O)c(S(=O)(=O)O)c2)C(=O)C1N=Nc1ccccc1C(=O)O (configuration not stated) | 109 | 112 | 121 | 97 | 88 | 130 | 100 | 108

Following part.
SMILES | BT-549 | SR | K-562 | MDA-MB-468 | MCF7 | MDA-MB-231 | T-47D | HS 578T
O=C1CCCN1c1nc(-c2ccccc2)c(Br)s1 | 94 | 42 | 74 | 87 | 89 | 92 | 87 | 82
O=C1c2ccccc2C(=O)C1c1ccc(Br)cc1 | 101 | 97 | 104 | 115 | 88 | 89 | 108 | 99
Nc1cc(N)nc(SCC(=O)N2CCN(c3cc4c(cc3F)c(=O)c(C(=O)O)cn4C3CC3)CC2)n1 | 95 | 89 | 90 | 94 | 92 | 98 | 94 | 103
NCc1ccccc1 | 102 | 107 | 95 | · | 96 | 122 | 96 | 114
Cc1ccc(C(=O)Nc2cccc(C(=O)NC(=S)Nc3ccc(S(N)(=O)=O)cc3)c2)cc1 | 51 | 80 | 71 | 59 | 57 | 81 | 48 | 64
O=C(O)/C=C\C(=O)Nc1nccs1 | · | · | 107 | · | 99 | 100 | 123 | 110
COC(=O)c1ccc(NC(=S)N2CCc3ccc([N+](=O)[O-])cc3C2)cc1O | 101 | 95 | 110 | 94 | 93 | 94 | 103 | 102
COC(=O)c1ccc(Nc2nc(N)n(Cc3cccc(Br)c3)n2)cc1 | 70 | 65 | 37 | 45 | 32 | 57 | 19 | 50
O=C1CCNC1 | 105 | 106 | 108 | 107 | 103 | 101 | 107 | 114
COc1cc(CN2COCc3c(C(C)(C)C)nn(-c4ccccc4)c32)cc(OC)c1OC | 116 | 70 | 75 | 92 | 89 | 82 | 66 | 95
Cc1cccc(OC(=O)c2ccccc2)c1 | 112 | · | 112 | · | 103 | 100 | 88 | 98
S=c1[nH]c(=S)c2c(-c3ccccc3)c(-c3ccccc3)oc2[nH]1 | 119 | 94 | 80 | 97 | 94 | 99 | 91 | 104
O=C(Nc1ccc(Cl)cc1F)c1cc(Cl)ccc1O | -25* | -21* | 4.5* | -20* | 2.3* | -35* | 0.9* | -14*

Ordered by molecular weight (lowest first): 3 of the compounds above
SMILES | BT-549 | SR | K-562 | MDA-MB-468 | MCF7 | MDA-MB-231 | T-47D | HS 578T
O=C1c2ccccc2C(=O)C1c1ccc(Br)cc1 | 101 | 97 | 104 | 115 | 88 | 89 | 108 | 99
COC(=O)c1ccc(NC(=S)N2CCc3ccc([N+](=O)[O-])cc3C2)cc1O | 101 | 95 | 110 | 94 | 93 | 94 | 103 | 102
COc1cc(CN2COCc3c(C(C)(C)C)nn(-c4ccccc4)c32)cc(OC)c1OC | 116 | 70 | 75 | 92 | 89 | 82 | 66 | 95
